Dynein transport: dynein cargo transport inhibition | 3617.4 mouse cells, GR-EGFP nuclear translocation imaging; test concentration mostly 20 µM; stimulated with dexamethasone, 1 µM; hits give low values | z-score, hits read low | actives 0.47% (n = 220,000) | AID 1381;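 active = plate z-score of nuclear minus cytoplasmic receptor signal below a set negative limit, without overly bright fluorescence or cell loss, cut at about -3.5 in these data, passing the limit was not always enough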;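 note: z-score of nuclear minus cytoplasmic ring GR-EGFP intensity difference per well; some compounds called inactive have numbers as strong as hits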
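Buffer or medium: tet-free, stripped-serum medium; reagent: dexamethasone at 1.0 µM final, 30 min; incubation: 48 h induction, 1 h compound, 30 min dex at 37 °C; measured by: formaldehyde fixation, Hoechst nuclear stain, 10x automated fluorescence imaging; read-out: nuclear-to-cytoplasmic GR-EGFP distribution per well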
P. falciparum M17LAP: P. falciparum M17LAP inhibitors, primary screen, biochemical, fluorogenic H-Leu-NHMec substrate, 1536-well (AID 1619); recombinant M17LAP, H-Leu-NHMec fluorogenic kinetic assay; higher % means a stronger effect; inhibition, % at 30 µM, or IC50 in µM where a hit was titrated; actives 0.38% (n = 220,000);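 active = compound inhibiting the enzyme by more than half at any dose during confirmatory dose-response retesting; inconclusive = strong single-dose inhibitors picked by rank but not retested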;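 note: plate controls were full reaction with DMSO carrier for no effect and no enzyme background for full effect; strong numbers were not always called active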
HEK293 NOD2/NF-kB: inhibition of NOD2-driven NF-kB reporter – cell-based, luminescence, uHTS, HEK293 (AID 1566); HEK293 NOD2/NF-kB luciferase reporter, luminescence; higher % means a stronger effect; one-dose inhibition, % at 4 µM; EC50 in µM for titrated hits; actives 0.63% (n = 290,000); in the data active = inhibition above about 50%; note: many of its hits are not listed in these tables
Ins promoter up: MIN6 insulin promoter up-regulation; MIN6 insulin promoter-GFP reporter, high-content imaging; hits give high values; z-score at 5 µM; actives 0.3% (n = 190,000); AID 1625;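 active = z-score above 3 at 5 µM with at least 500 cells counted in the well; inconclusive = wells under 500 cells, flagged as cytotoxic or low count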
MT stabilize HCS: stabilizes microtubules in HeLa cells; actives 0.83% (n = 200,000); AID 2205; HeLa tubulin immunostaining HCS, 24 h; share of cells brighter than vehicle mean+2SD; % tubulin-high responders, % at 10 µM;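 active = plate Z-score above 3 for both tubulin-high and condensed-nucleus cell shares, with cell loss under 80%, at 10 µM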;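 note: anti alpha tubulin signal scored within the nucleus-defined area of each cell; some results filed as inactive read as strong as hits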
bCat nuc transl: modulators of beta-catenin nuclear translocation; HeLa beta-catenin nuclear translocation, immunofluorescence imaging; nuclear translocation activity, % at 5 µM; actives 0.3% (n = 190,000); AID 1665;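 active = nuclear translocation activity above 50% at 5 µM, with a well cell count of 50 or more; inconclusive = wells under 50 cells across six images, flagged as toxic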;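 note: per-cell ratio of nuclear to cytoplasmic median beta-catenin stain intensity; plate controls were DMSO negative control for no effect and GSK-3 inhibitor IX positive control for full effect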
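Read-out: Nuclear/cytoplasmic beta-catenin signal ratio, % activation | Assay system: Human HeLa cell line | Times: 24 h compound exposure at 37°C, 5% CO2 | Signal: Fluorescence imaging of beta-catenin antibody stain plus DAPI | Dosing: 5 µM primary, 0.02–20 µM confirmation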
NOD1 NF-kB reporter: inhibition of NOD1-driven NF-kB reporter – cell-based, luminescence, uHTS, primary screen (AID 1578) | actives 1% (n = 290,000) | NOD1-driven NF-kB luciferase reporter cells, luminescence; higher % means a stronger effect | inhibition, % at 4 µM, or EC50 in µM where a hit was titrated; in the data active = inhibition mostly above about 36%, no sharp cut-off; inactive = mostly below about 34%;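 note: HEK-293T reporter cells stimulated with the NOD1 agonist gamma-tri-DAP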
Autophagy mod: autophagy modulation, high-content screen. MEF GFP-LC3 puncta imaging; test concentration mostly 10 µM. calls only at 10 µM (by protocol). actives 0.98% (n = 190,000). AID 463193;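 active = percentage of spot-positive cells more than 3 SD above its plate mean, without a fluorescence outlier flag or 80% toxicity; inconclusive = no clear call, values can overlap the other calls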;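 note: spot-positive cell cutoff set from DMSO-treated cells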
Yfh1-off respiration: mitochondrial function rescue without frataxin homolog – Friedreich's ataxia, plus single-dose screen, dose response (AID 1465). S. cerevisiae Yfh1-off respiration, WST-1 reduction, 72 h; higher fold induction means a stronger effect. one-dose fold induction at 50 µM; EC50 in µM for titrated hits. actives 0.074% (n = 220,000);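 active = fold induction of absorbance versus untreated yeast above a set limit, then at least 30% activation at any dose in follow-up; inconclusive = repeats straddling the limit, or above it without dose testing; inactive = fold induction below the set limit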;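 note: activators that raise dye reduction in frataxin-depleted yeast; strong numbers were not always called active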
Dynein transport cytoplasmic EGFP: recorded beside Dynein transport, whose call it bears; z-score; measured here: cytoplasmic GR-EGFP intensity; hits give high values
Dynein transport nuclear GR-EGFP: further read-out of Dynein transport, marked with its call; z-score; measured here: nuclear GR-EGFP intensity;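 lower value marks the stronger effect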
Dynein transport cell count: further read-out of Dynein transport, marked with its call; z-score; measured here: cell count per field
Ins promoter up cell count: also measured in Ins promoter up; calls as there; cell count; measured here: cytotoxicity, nuclei count;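 total cells summed across four imaged fields per well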
bCat nuc transl cell count 5 µM: further read-out of bCat nuc transl, marked with its call; cell count; measured here: cell count, cytotoxicity flag
MT stabilize HCS Hoechst-high %: also measured in MT stabilize HCS; calls as there; % Hoechst-high responders; measured here: nuclear condensation Hoechst responders;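 share of cells brighter than vehicle mean plus two SD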
MT stabilize HCS cytotoxicity %: further read-out of MT stabilize HCS, marked with its call; toxicity, %; measured here: cytotoxicity by cell density;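 0% = mean cell density of plate MIN control wells and 100% = no cells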
Autophagy mod cell loss 18 h: second read-out of Autophagy mod, no call of its own (marks repeat the call); toxicity, %; measured here: cell loss, nuclei count;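 cell loss after 18 h compound exposure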
The depositor's hits bear a star; i = inactive; ? = inconclusive; . = no result given. These rows are one share of the data; rates above refer to the full screens.

SMILES	Dynein transport	Dynein transport cytoplasmic EGFP	Dynein transport nuclear GR-EGFP	Dynein transport cell count	P. falciparum M17LAP	HEK293 NOD2/NF-kB	Ins promoter up	Ins promoter up cell count	MT stabilize HCS	MT stabilize HCS Hoechst-high %	MT stabilize HCS cytotoxicity %	bCat nuc transl	bCat nuc transl cell count 5 µM	NOD1 NF-kB reporter	Autophagy mod	Autophagy mod cell loss 18 h	Yfh1-off respiration
CCOC(=O)C1CCCN(C(=O)c2ccc([N+](=O)[O-])c(C)c2)C1 (stereo not given)	-1.07	-0.298	-0.738	0.502	8.7%	4.6%	-0.19	1191	5.6	2.7	4.0	-0.7	949	2.4%	i	-0.8	i
O=C(O/N=C/c1cccc([N+](=O)[O-])c1)C1CC1	-0.0379	-0.236	-0.514	0.451	4.5%	13.4%	-0.39	1845	1.4	1.2	6.0	-4.0	1123	-12.4%	i	3.0	i
CC(=O)Nc1cc(O)cc(O)c1	0.758	-0.183	1.1	-0.616	8.1%	3.2%	0.06	1101	.	.	.	-0.2	1383	-7.8%	.	.	i
CCC[N+](CC#CCO)(CC#Cc1ccccc1)CCC	0.388	-0.0695	0.75	-2.48	.	0.5%	-0.5	947	.	.	.	-0.6	1381	-3.8%	.	.	.
CC[C@H](C)[C@H](NC(N)=O)C(=O)NCCc1ccc(OC)c(OC)c1	-0.335	-0.289	0.284	0.822	2.9%	12.7%	0.84	1315	2.9	2.6	8.4	.	.	-22.3%	i	2.4	i
CCNC(=O)COC(=O)C1C(C(=O)OCC)=C(C)NC(C)=C1C(=O)OCC	0.457	0.252	0.726	-0.93	10.6%	5.1%	-0.31	798	2.0	1.4	7.3	-2.1	1149	-10.8%	i	1.5	i
CCS(=O)(=O)N1CCC(C(=O)NCc2cccc(OC)c2)CC1	-0.262	-0.327	-0.399	0.681	19.4%	10.7%	-0.25	1548	7.5	2.7	11.3	1.1	1409	-7.2%	i	-21.1	.
CC1=CC(=O)C=CC1(C)C(Cl)(Cl)Cl (stereo not given)	0.808	-0.185	1.46	-0.361	-19.5%	5.8%	0.56	1668	3.1	2.1	8.6	-0.9	1341	-3.4%	i	2.2	i
COc1cccc(NC(=O)c2cc3c(=O)n4ccccc4nc3n(CC(C)C)c2=N)c1	-0.601	0.0412	-0.158	0.227	-0.4%	4.8%	-0.78	1246	7.0	1.9	3.4	2.0	1071	-4.4%	i	18.2	i
O=C(Oc1cccc(NC(=O)c2ccco2)c1)c1ccc(Br)c(S(=O)(=O)N2CCCCC2)c1	-0.762	-0.185	-0.278	0.524	12.1%	-5.2%	-0.06	938	1.5	1.8	5.6	2.3	1028	-19.7%	i	-0.5	i
COc1ccc(NC(=O)Nc2ccccc2F)cc1Cl	0.28	-0.331	0.63	0.416	5.1%	-109.5%	-1.61	1416	3.3	1.9	16.4	-3.2	1075	-61.8%	i	7.9	i
CSc1ccc(NC(=O)NCc2ccccc2)cc1	-1.34	-0.248	-0.752	1.13	0.7%	-72.6%	-0.1	1334	.	.	.	0.2	1279	-15.9%	.	.	i
Cc1ccc(CNn2cnnc2SCc2ccc(F)cc2)cc1	0.306	-0.23	-0.123	-0.251	-5.6%	12.3%	.	.	5.0	2.9	3.9	0.6	1186	-13.6%	i	5.8	i
COc1ccc(/C(N)=N/OC(=O)CSc2ccc(C)cc2)cc1OC	-0.251	-0.282	0.0273	1.98	0.1%	10.2%	-0.46	953	3.5	2.9	4.7	.	.	-26.7%	i	10.7	i
CC(NC(=O)c1cncc(Br)c1)c1ccc(S(N)(=O)=O)cc1 (stereo not given)	-0.0247	-0.352	0.0646	0.325	-6.6%	10.9%	-0.62	1210	4.6	4.0	2.4	-4.7	1265	12.6%	i	-17.9	i

3 of the entries above in order of their number in P. falciparum M17LAP, ascending:
| molecule | Dynein transport | Dynein transport cytoplasmic EGFP | Dynein transport nuclear GR-EGFP | Dynein transport cell count | P. falciparum M17LAP | HEK293 NOD2/NF-kB | MT stabilize HCS Hoechst-high % | NOD1 NF-kB reporter |
| --- | --- | --- | --- | --- | --- | --- | --- | --- |
| CC[C@H](C)[C@H](NC(N)=O)C(=O)NCCc1ccc(OC)c(OC)c1 | -0.335 | -0.289 | 0.284 | 0.822 | 2.9% | 12.7% | 2.6 | -22.3% |
| COc1ccc(NC(=O)Nc2ccccc2F)cc1Cl | 0.28 | -0.331 | 0.63 | 0.416 | 5.1% | -109.5% | 1.9 | -61.8% |
| CCS(=O)(=O)N1CCC(C(=O)NCc2cccc(OC)c2)CC1 | -0.262 | -0.327 | -0.399 | 0.681 | 19.4% | 10.7% | 2.7 | -7.2% |

Additional records follow:
SMILES	Dynein transport	Dynein transport cytoplasmic EGFP	Dynein transport nuclear GR-EGFP	Dynein transport cell count	P. falciparum M17LAP	HEK293 NOD2/NF-kB	Ins promoter up	Ins promoter up cell count	MT stabilize HCS	MT stabilize HCS Hoechst-high %	MT stabilize HCS cytotoxicity %	bCat nuc transl	bCat nuc transl cell count 5 µM	NOD1 NF-kB reporter	Autophagy mod	Autophagy mod cell loss 18 h	Yfh1-off respiration
O=C(CNC(=O)C1CCCCC1)Nc1cc(Cl)ccc1Cl	-0.617	-0.301	-0.572	0.876	2.5%	11.5%	?	.	2.2	2.6	7.8	-1.3	569	-9.9%	i	2.2	i
Cc1cccn2cc(CCNS(=O)(=O)c3cccs3)nc12	-0.478	-0.257	0.375	0.407	-8.3%	-5.4%	0.72	1069	.	.	.	0.8	1323	-7.8%	.	.	i
Cn1nc(C(=O)N2CCOCC2)c2ccccc2c1=O	-0.751	-0.249	-0.398	0.569	.	7.1%	0.92	869	2.9	2.4	9.6	-0.6	1133	10.2%	i	-3.5	i
Cc1ccc(-c2cc(-c3ccccc3C)[nH]n2)c(O)c1	1.66	0.138	1.52	-3.73	9.9%	7.2%	.	.	5.6	2.1	5.8	?	.	-7.6%	i	-8.2	i
COc1ccc(CCNC(=O)CCn2c(=O)[nH]c3cc(OC)c(OC)cc3c2=O)cc1OC	0.937	-0.149	0.63	0.565	6.4%	11.9%	.	.	2.9	1.9	5.5	2.1	424	-31.6%	i	-6.3	i
O=C(CCc1ccc(S(=O)(=O)NCCc2ccccc2)cc1)N1CCN(Cc2ccc3c(c2)OCO3)CC1	-0.479	-0.225	-0.0255	0.242	-1.2%	-7.0%	-2.39	821	2.7	1.4	6.6	.	.	31.3%	i	40.5	i
O=C(Cn1cc2c(n1)CCCC2)Nc1ccccc1Br	-0.268	-0.131	-0.116	-0.187	27.9%	-9.5%	-0.53	852	2.7	2.7	8.0	.	.	-11.5%	i	7.6	i
CN1CCN(C(=O)C2CCC(C)(C(=O)O)C2(C)C)CC1 (stereo not given)	-0.12	-0.26	0.24	0.109	-10.2%	-10.6%	0.43	1499	3.1	1.4	8.8	-0.4	1055	-21.3%	i	11.0	i
COc1ccc(C(=O)O)cc1S(=O)(=O)N(C)CCc1ccccn1	-0.0805	-0.249	-0.0334	0.811	-2.3%	10.3%	0.01	1125	.	.	.	-0.5	1389	-10.6%	.	.	i
Cc1cc(N/N=C(/CCC(=O)O)C(=O)O)nc2ccccc12	0.229	-0.278	-0.198	0.171	22.2%	-6.3%	0.13	1358	2.6	2.1	1.1	-0.3	965	-8.8%	i	-2.9	i
COc1ccccc1OCC(=O)NNC(=O)C(=O)N1CCCC1	-0.28	-0.213	-0.161	0.328	-6.2%	-3.3%	-0.12	1290	5.0	1.6	7.7	0.8	998	-18.5%	i	6.5	i
O=C(CSCc1ccc(F)cc1)Nc1ccccc1C(=O)N1CCOCC1	-1.29	-0.275	-0.778	0.494	-2.1%	-4.5%	0.61	1458	2.8	3.7	9.2	-3.3	1220	-18.5%	i	-7.5	i
CC(=O)n1cc([C@@H]2C=C(C(=O)NCc3ccccc3)O[C@H](OCc3ccc(CO)cc3)C2)c2ccccc21	1.39	-0.698	0.646	-0.456	1.9%	-26.3%	1.17	550	.	.	.	0.1	1083	-7.1%	.	.	i
CCOC(=O)N/N=C\c1ccc([N+](=O)[O-])o1	1.75	-0.0716	1.04	-1.24	15.5%	29.7%	-0.32	1709	2.4	1.5	8.8	-1.1	1351	16.7%	i	18.3	i
O=C(CCC1CCCN(Cc2ccncc2)C1)NCc1ccc(F)c(F)c1 (stereo not given)	-0.0663	-0.397	-0.615	0.914	-2.5%	-0.5%	-0.47	1485	5.4	0.7	9.6	0.7	1455	-23.1%	i	-0.4	i
CC(C)(C)c1ccc(S(=O)(=O)n2c(CN3CCOCC3)nc3ccccc32)cc1	-0.505	-0.236	0.085	-0.506	9.0%	3.0%	.	.	2.6	1.3	9.2	.	.	-10.8%	i	-2.0	i
CCC(C)(C)NC(=S)Nc1ccc(-c2nc3ccc(C)cc3s2)cc1	1.5	-0.274	0.437	-0.795	-50.4%	-142.2%	0.31	1366	5.3	3.5	7.1	-1.1	1161	-49.0%	i	2.3	i
